SSB-PriA inh: inhibitors of Klebsiella pneumoniae PriA binding to SSB C-terminal tail, primary screen, biochemical, AlphaScreen | PriA–SSB C-terminal tail interaction (Klebsiella pneumoniae) | AlphaScreen SSBct-PriA binding, biotinylated peptide | 0.6% of 430,000 active | inhibition, % at 33 µM | AID 1272365, 2023; in the data active = inhibition mostly above about 37%, no sharp cut-off; inactive = mostly below about 20%;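 note: plate controls were negative control peptide for no effect and reference peptide for full effect; strong numbers were not always called active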
* marks the source's active call; other numbers are inactive results; & = joins results of further samples.

SMILES	SSB-PriA inh
COC(=O)c1cnn(-c2ccccc2)c1C=NNC(=S)Nc1ccccc1	10.5
O=C(CN1CC(c2nc(-c3cccnc3)no2)C1)NCC1CCCO1 (configuration not stated)	-7.0
Cc1cc(CNC(=O)Nc2ccc(F)cc2F)nc(N2CCCC2)n1	0.0
Cc1ccc(C)c(S(=O)(=O)N2CCC[C@@H]2CNC(=O)C(=O)NCCc2ccc(Cl)cc2)c1	-4.0
NCc1nc(-c2cccnc2)no1	-18.0
O=C(CSc1nnc(COc2ccccc2)o1)N1CCCc2ccccc21	-1.0
CC(CC(=O)Nc1ccccn1)=NNC(=O)c1cccc(C)c1	-2.7
Cc1[nH]c2ccccc2c1C=NNC(=O)CNC(=O)c1ccc2c(c1)OCO2	7.6
CCOc1ccc(-c2ccc(=O)n(CCNC(=O)C(C)Oc3ccccc3F)n2)cc1 (configuration not stated)	6.0
Cc1cc(C)c(S(=O)(=O)Nc2ccc(Cl)c(N3CCCS3(=O)=O)c2)c(C)c1	12.0

3 structures from above, sorted by number of heavy atoms, smallest number first.
SMILES	SSB-PriA inh
CC(CC(=O)Nc1ccccn1)=NNC(=O)c1cccc(C)c1	-2.7
O=C(CSc1nnc(COc2ccccc2)o1)N1CCCc2ccccc21	-1.0
Cc1[nH]c2ccccc2c1C=NNC(=O)CNC(=O)c1ccc2c(c1)OCO2	7.6

Next section.
SMILES	SSB-PriA inh
CCOC(=O)C(=NNc1ccc([N+](=O)[O-])cc1[N+](=O)[O-])C(=O)OCC	90.0*
Cc1csc2nc(-c3cccc(NC(=O)c4cc(Cl)ccc4[N+](=O)[O-])c3)cn12	33.0
Cc1ccc(-c2ccc(=O)n(CCCC(=O)Nc3c(C)cc(C)cc3C)n2)cc1	-2.0
CCOc1ccc(-c2ccc(=O)n(CCCC(=O)Nc3ccccc3SC)n2)cc1	5.0
CCOC(=O)NC(=O)C(C=Nc1ccc(Cl)c(Cl)c1Cl)=C(C)O	-10.2
O=C(Nc1nc2ccc(Cl)cc2s1)C1CCN(c2cc(-n3ccnc3)ncn2)CC1	-6.0
Cc1cccc(CC(=O)NCC(c2ccc3c(c2)CCN3C)N2CCCC2)c1 (configuration not stated)	1.0
Cc1nc(NCCNC(=O)Nc2ccc3c(c2)OCO3)cc(N2CCOCC2)n1	2.0
CCCCOc1ccc(C(=O)NCCc2csc(C)n2)cc1	-1.0
NC(CC(=O)NCCOc1ccccc1)=NO	-11.3
O=C(C1CCCO1)N1CCN(c2ccc(-c3ccc(F)cc3)nn2)CC1 (configuration not stated)	5.0
Cc1nc(SCc2nc(-c3ccccc3Cl)no2)[nH]c(=O)c1CCO	-2.0
CS(=O)(=O)N1CCC(C(=O)NCC2(c3cccs3)CCCC2)CC1	-11.0
Cc1cc(NS(=O)(=O)N(C)C)no1	-22.0
CSc1cccc2sc(NC(=O)c3ccc([N+](=O)[O-])s3)nc12	-11.0
CCOC(=O)Nc1ccc2c(c1)NC(=O)C(C)(C)CO2	-6.0&12.0
COc1ccc(-n2nncc2CN2CCN(C(=O)c3cccs3)CC2)cc1F	-7.0
Brc1ccc(-n2cc(-c3ccccc3)c3c(NCc4cccs4)ncnc32)cc1	-18.0
CN(CC(=O)N1CCSC(c2ccccc2Cl)CC1)S(C)(=O)=O (configuration not stated)	5.0
O=C(COc1ccc(Cl)cc1Cl)NC(c1cccnc1)C1CCOCC1 (configuration not stated)	6.0

As a working copy, four of the compounds above.
SMILES	SSB-PriA inh
CCOC(=O)Nc1ccc2c(c1)NC(=O)C(C)(C)CO2	-6.0&12.0
COc1ccc(-n2nncc2CN2CCN(C(=O)c3cccs3)CC2)cc1F	-7.0
Brc1ccc(-n2cc(-c3ccccc3)c3c(NCc4cccs4)ncnc32)cc1	-18.0
CN(CC(=O)N1CCSC(c2ccccc2Cl)CC1)S(C)(=O)=O (configuration not stated)	5.0

The list goes on.
SMILES	SSB-PriA inh
Cc1cc(NC(=O)c2cccs2)n(-c2nc3c(cnn3-c3ccc(C)c(C)c3)c(=O)[nH]2)n1	2.0
C=CCn1c(SCC(=O)Nc2ncc(Cc3ccc(F)cc3)s2)nnc1-c1ccncc1	-11.0
CCCn1c(C(=O)NCCCc2cnc3cc(C)nn3c2)cc2c(=O)n(C)c(=O)n(C)c21	-4.0
COc1ccccc1-c1cnnc(NN=Cc2ccc(-c3cccc(Br)c3)o2)n1	7.2
Cc1cc(=O)[nH]c(NC(=O)C2CCCN(c3ccc(=O)n(C)n3)C2)n1 (configuration not stated)	-2.0
CS(=O)(=O)N1CCN(c2nc3ccccc3[nH]2)CC1	-14.0
O=C(CSc1nnc2ccc(-c3ccccn3)nn12)NCc1ccc(Cl)cc1	7.0
O=S(=O)(c1ccc2ccccc2c1)N1CCN(c2ccc(-c3ccncc3)nn2)CC1	-13.0
COc1cc(C)c(C)cc1S(=O)(=O)Nc1ccc2c(c1)N(C)C(=O)C(C)(C)CO2	12.0
CSc1ccccc1C(=O)N1CCC(n2c(=O)[nH]c3ccccc3c2=O)CC1	-14.0
COc1cccc(NC(=O)Cn2cc(-c3nnc(-c4ccccc4)o3)c3ccccc32)c1	-5.0
Cc1cc(C)nc(Cl)n1	13.0
O=C(NCCC(O)C1CC1)C(=O)Nc1ccc(F)c(Cl)c1 (configuration not stated)	-9.0
COc1cc(S(=O)(=O)N2CCN=C2c2ccccc2)c(OC)cc1Br	-2.0&1.0
O=C(NCCCn1nc(-c2ccc(F)cc2)ccc1=O)Nc1cccs1	-19.0&-8.0
COc1ccc(CNC(=O)N(Cc2cccs2)Cc2cccn2C)cc1OC	8.0
O=C(O)c1ccc2c(c1)CC(c1ccccc1)NC2=O (configuration not stated)	-7.0
O=C1C(=O)N(c2ccccn2)C(c2cccc([N+](=O)[O-])c2)C1=C(O)c1ccc(Br)cc1 (configuration not stated)	-13.2
O=C(c1cc(N2C(=O)CCS2(=O)=O)ccc1Cl)N1CCCc2ccccc21	-15.0
CNc1nn(CC(=O)Nc2ccc(Cl)cc2)c(N)c1-c1nc(-c2ccc(C)cc2)no1	-3.0
O=C(c1cccc(Br)c1)N1CC(S(=O)(=O)C2CCCCC2)C1	-13.0
CCOc1ccc(-c2nc3ccccc3s2)cc1	-2.0
CC(C)[n+]1ccn(C2=C([O-])c3ccccc3C(=O)C2=NS(=O)(=O)c2ccccc2)c1	6.2
O=S(=O)(NCCN1CCN(c2ccccc2)CC1)c1ccc(OC(F)(F)F)cc1	3.0
O=c1c2nnn(-c3ccc(OC(F)(F)F)cc3)c2ncn1Cc1ccc(F)cc1	-3.0
O=C(CCc1ccccc1Br)NCCc1ccsc1	-13.0
C=C(C)Cn1c(-c2ccc(N(C)C)cc2)nc2ccccc21	41.0
CCc1ccccc1NC(=O)C(=O)NCCc1ccc(N(C)C)cc1	-11.0
COC(=O)c1c(NC(=O)c2oc3ccccc3c2C)sc2c1CCC2	-7.0
O=C(NCCn1ccc(C(F)(F)F)n1)c1ccsc1	-6.0
CCN(CC)S(=O)(=O)c1ccc(C(=O)Nc2nc3ccc(Cl)cc3s2)cc1	-10.0
O=c1c2nc(N3CCCC3)sc2c(-c2ccco2)nn1Cc1cccc(Cl)c1	-22.0
COc1ccc(C=NNC(=O)c2ccc(Cl)cc2Cl)cc1COC(C)=O	3.4
O=C(NCCOc1ccc(-c2ccc(F)cc2)nn1)c1ccccc1C(F)(F)F	12.6
Cc1cc(NS(=O)(=O)c2ccc(NC(=O)[C@H](C)n3nc(-n4cccn4)ccc3=O)cc2)nc(C)n1	-6.0
O=C(NN=Cc1ccccc1O)/C(=C/c1ccccc1)CCO	-7.0
Cc1nc2ccccn2c1C(=O)N1Cc2cnc(N3CCOCC3)nc2C1	4.0
CN(C)C(CNC(=O)Cc1ccc(Cl)cc1)c1ccc(F)cc1 (configuration not stated)	4.0
O=C(c1ccc(Cl)cc1)N1CCC(c2nnc(C3CC3)s2)CC1	-5.0&-5.0
Cc1cc(N2CCC(NC(=O)c3cncc(Br)c3)CC2)n[nH]1	-33.0
CCOc1ccc(-c2nc(NC(=O)c3ccc(N4C(=O)CCC4=O)cc3)sc2C)cc1	-27.0&-1.0
CN1CCN(c2nc3ccc(NC(=O)c4ccc([N+](=O)[O-])s4)cc3s2)CC1	14.0
O=C(CCc1ccccc1)NCC(=O)NN=Cc1ccc2c(c1)OCO2	-14.6
O=C(Nc1nccs1)c1ccc2nc(-c3ccccc3)c(-c3ccccc3)nc2c1	-8.0&-2.0
CC(=O)Nc1ccc(SCCCC(=O)N2CCN(Cc3ccccc3)CC2)nn1	-13.0
O=C(Nc1nnc(-c2ccncc2)o1)C1CC1	-10.0&4.0
O=C(NCCNC(=O)C(c1ccccc1)c1ccccc1)c1ccc(NC(=O)C2CC2)cc1	-13.0&-11.0
O=C(CSc1nc2ccccc2c(=O)n1Cc1ccc2c(c1)OCO2)NC[C@H]1CCCO1	-11.0
O=[N+]([O-])c1cc(Cl)cc(C=NNC(=S)Nc2cc(S(=O)(=O)N3CCOCC3)ccc2Cl)c1O	32.8
O=C(NCc1ccccc1)C(=O)NCC(c1ccsc1)N1CCOCC1 (configuration not stated)	-5.0
Following part
SMILES	SSB-PriA inh
COc1ccc(OC)c(C=NNC(=O)CCc2n[nH]c(=O)[nH]c2=O)c1	-9.8
CN(C)[C@@H](CNC(=O)c1c(F)cccc1F)c1ccc2c(c1)CCO2	-5.0
COc1ccc2c(=O)c(Oc3ccc(C(=O)Nc4cccnc4)cc3)c(C)oc2c1	-6.0
CC(C)NC(=O)CCn1cnc2c([nH]c3ccc(Br)cc32)c1=O	-18.0
O=S(=O)(c1cccs1)N1CC(n2cc(-c3ccccc3)nn2)C1	1.0
O=C(CSc1nnc2ccc(-c3ccccc3)nn12)Nc1cccc(C(F)(F)F)c1	-7.0
O=C(NN=C(c1ccccc1)c1ccccn1)c1ccccc1Cl	-7.5
CC(=O)Nc1ccc(C(C)=NNC(=O)c2ccc(COc3ccccc3Cl)o2)cc1	-6.6
COc1ccc(OC(C)C(=O)O)cc1 (configuration not stated)	-21.0&-7.0
CC(COc1ccccc1)=NNC(=O)c1nnn(-c2nonc2N)c1CSc1ccccc1	-14.8
COc1ccccc1/C=C/C=N\NC(=O)c1cc(-c2ccccc2Cl)n[nH]1	6.0
COC(=O)C1C(=N)Oc2cc(C)n(CCCn3ccnc3)c(=O)c2[C@H]1c1cccc(Cl)c1 (some centres not stated)	-5.0
Cc1noc(-c2cccn3c(CNC(=O)c4ccc(=O)[nH]n4)nnc23)n1	6.0
Cc1ccc(N2CCCS2(=O)=O)cc1NC(=O)c1cnoc1C	-3.0
Cc1cc(SCC(=O)NN=Cc2ccc(O)c(O)c2O)c(C)cc1Br	0.8
CC(C)(C)OC(=O)C[C@@H]1C/C=C/C[C@@H](CC(=O)N(CCO)Cc2ccccc2)C(=O)N2CCC[C@@H]2COC1=O	-11.5
O=C(NCCCN1CCCC1=O)C(=O)NCC(c1ccco1)N1CCN(c2ccc(F)cc2)CC1 (configuration not stated)	-9.0
COCCN(Cc1ccsc1)C(=O)NCCc1ccc(OC)cc1	-6.0
CC(=O)c1ccc(NC(=O)CSc2nc(-c3ccccc3)c3ccccc3n2)cc1	-11.0&1.0
Cc1nc(N2CCOCC2)nc(C)c1NC(=O)Cc1ccc(Cl)cc1	-10.0
Cc1ccc2c(c1)CCCN2C(=O)C1CCN(c2ccc(-n3cccn3)nn2)CC1	-19.0
CN(CC(=O)NCc1nn(C)c(=O)c2ccccc12)S(C)(=O)=O	-26.0
O=C(Cc1cc(-c2ccc(Cl)cc2)on1)NCc1cccs1	8.0
Cc1ccc(C2(c3ccc(O)cc3)CCCCC2)cc1	-1.0
COc1ccc(NC(=O)C(=O)NCC(c2ccc(C)cc2)N2CCOCC2)cc1Cl (configuration not stated)	-20.0
CCOc1ccc(-n2c(CNC(=O)c3ccco3)nnc2SCC(=O)Nc2cc(C)ccc2C)cc1	-31.0
CC1(C)C(c2cccs2)=[N+]([O-])C2(CCCCCC2=NNC(N)=O)N1O (configuration not stated)	5.1
CC(=O)Nc1cccc(NC(=O)CSc2nc(CC(=O)Nc3ccc(C)cc3C)cs2)c1	-13.0
O=C(NC1CCN(c2nccs2)C1)c1ccoc1 (configuration not stated)	2.0
CCOc1cc(C=NNC(=O)c2cc3c(ccc4ccccc43)o2)ccc1O	8.9
N#CNC(=NS(=O)(=O)c1ccccc1)c1ccccc1	-5.2
Cc1cc(C=NNc2nc(N3CCOCC3)nc(N3CCOCC3)n2)c(C)n1-c1ccccc1	-9.8
O=C(CSc1nnc(-c2c[nH]c3ccccc23)n1-c1ccc(F)cc1)Nc1ccc2c(c1)OCCO2	15.0
Cc1noc(C)c1CCC(=O)NCC1CCN(S(C)(=O)=O)CC1	-9.0
Cc1cc(C(=O)NN=Cc2c(CO)cnc(C)c2O)c2ccccc2n1	39.6*
Cc1cc(C)cc(OCCNC(=O)c2ccc(S(=O)(=O)N3CCCC3)cc2)c1	-5.0
COC(=O)c1ccc2nc(NC(=O)c3cc(-c4cccs4)nc4ccccc34)sc2c1	2.0
CC(C)CS(=O)(=O)Nc1ccc(CC(=O)N(C)C)cc1	-14.0
O=C(CSc1ccc(F)cc1)Nc1ccccc1Oc1ccccc1	-22.0
O=C(NN=Cc1ccc(COc2ccc([N+](=O)[O-])cc2)o1)c1cccc(Cl)c1	-8.6
NC(=O)c1ccccc1NC(=O)C1CN(c2nc3c(C(F)(F)F)cccc3s2)C1	-1.0
C#CCn1c(=NC(=O)c2ccnn2CC)sc2cc(S(C)(=O)=O)ccc21	1.0

In a second layout: results already given.
SMILES,SSB-PriA inh
O=C(CSc1ccc(F)cc1)Nc1ccccc1Oc1ccccc1,-22.0
Cc1noc(C)c1CCC(=O)NCC1CCN(S(C)(=O)=O)CC1,-9.0
Cc1cc(C=NNc2nc(N3CCOCC3)nc(N3CCOCC3)n2)c(C)n1-c1ccccc1,-9.8
O=C(NN=Cc1ccc(COc2ccc([N+](=O)[O-])cc2)o1)c1cccc(Cl)c1,-8.6
C#CCn1c(=NC(=O)c2ccnn2CC)sc2cc(S(C)(=O)=O)ccc21,1.0

Compound activity deposited in PubChem by Small Molecule Screening Facility, UW Madison.

These rows are one share of the data; the hit share may differ from the screen's.
